Bioassay records from PubChem BioAssay.
M4 PAM: potentiates acetylcholine response at human M4 receptor; P08173; CHO-K1 hM4/Gqi5, Fluo-8 calcium fluorescence, ACh EC20; 0% = ACh EC20, 100% = maximal ACh; activation, % at 3 µM; 0.4% of 360,000 active; AID 624126;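 active = activation above its plate's cutoff, the mean activation of sample wells plus 3 SD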; note: some results filed as inactive read as strong as hits
Target sequence (P08173 whole entry, looked up): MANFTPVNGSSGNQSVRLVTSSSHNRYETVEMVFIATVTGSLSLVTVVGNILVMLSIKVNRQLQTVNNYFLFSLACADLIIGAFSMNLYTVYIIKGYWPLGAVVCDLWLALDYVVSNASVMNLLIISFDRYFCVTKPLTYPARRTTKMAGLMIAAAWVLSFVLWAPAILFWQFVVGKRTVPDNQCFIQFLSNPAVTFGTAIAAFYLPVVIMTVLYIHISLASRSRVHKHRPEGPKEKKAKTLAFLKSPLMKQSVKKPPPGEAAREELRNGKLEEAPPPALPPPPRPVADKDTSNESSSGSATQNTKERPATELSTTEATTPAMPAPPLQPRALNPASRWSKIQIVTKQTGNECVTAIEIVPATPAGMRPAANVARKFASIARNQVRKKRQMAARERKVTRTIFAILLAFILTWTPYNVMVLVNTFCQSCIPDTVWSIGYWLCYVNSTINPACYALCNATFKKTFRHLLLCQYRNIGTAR
CRFR2-BP antag: blocks CRF-induced signaling of the CRF-BP/CRF-R2 complex. AID 588475. HEK293 CRF-R2/CRF-BP, CRF-induced calcium fluorescence. inhibition, % at 11.8 µM. 0.59% of 350,000 active;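 active = inhibition of the ligand-induced calcium signal above about 50% at the single tested concentration, limit read from the data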
M4 ag: CHRM4 agonism in calcium assay | AID 624127 | P08173 | 0.14% of 360,000 active | activation, % at 3 µM | CHO-K1 hM4/Gqi5, Fluo-8 calcium fluorescence; vehicle 0%, full acetylcholine response 100%;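 active = activation above the run mean over all test wells plus 3 SD, cut at about 32% in these data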;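 note: peak over basal fluorescence ratio per well then scaled between controls; 0% = DMSO wells and 100% = acetylcholine at EC100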
M5 antag: CHRM5 antagonism in calcium assay. inhibition, % at 3 µM. P08912. CHO-hM5 cells, Fluo-8 calcium fluorescence, ACh EC80. 0.59% of 360,000 active. AID 624040;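 active = inhibition above a per-plate cutoff, the mean of that plate's test compounds plus 3 SD, cut at about 27% in these data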;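 note: 0% = acetylcholine EC80 with DMSO and 100% = DMSO without agonist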
CHRM5 agonist: CHRM5 agonism in calcium assay; P08912; 0.19% of 360,000 active; activation, % at 3 µM; CHO-K1 hM5 cells, Fluo-8 calcium fluorescence; 0% DMSO wells, 100% maximal acetylcholine response;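 active = activation above the run's mean over test compounds plus 3 SD, cut at about 23% in these data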;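 note: signal is peak over basal fluorescence ratio across the kinetic read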
CRFBP-R2 agonist: CRF-BP/CRF-R2 complex agonism; activation, % at 13.2 µM; 0.46% of 350,000 active; HEK293 CRF-R2/CRF-BP, calcium dye fluorescence (FLIPR); percent of saturating CRF peptide response;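 active = activation of at least 50%, plus an integration ratio under a set limit after plate pattern correction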;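 note: plate controls were neutral control wells without compound for no effect and CRF at EC100 for full effect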
M1 PAM: human CHRM1 positive allosteric modulation. AID 588819. activation, % at 3 µM. P11229. 0.088% of 360,000 active. CHO-K1 hM1, Fluo-8 calcium fluorescence, ACh EC20; 0% = ACh EC20, 100% = maximal ACh; in the data active = activation above about 19%, passing the limit was not always enough
Target sequence (P11229 whole entry, looked up): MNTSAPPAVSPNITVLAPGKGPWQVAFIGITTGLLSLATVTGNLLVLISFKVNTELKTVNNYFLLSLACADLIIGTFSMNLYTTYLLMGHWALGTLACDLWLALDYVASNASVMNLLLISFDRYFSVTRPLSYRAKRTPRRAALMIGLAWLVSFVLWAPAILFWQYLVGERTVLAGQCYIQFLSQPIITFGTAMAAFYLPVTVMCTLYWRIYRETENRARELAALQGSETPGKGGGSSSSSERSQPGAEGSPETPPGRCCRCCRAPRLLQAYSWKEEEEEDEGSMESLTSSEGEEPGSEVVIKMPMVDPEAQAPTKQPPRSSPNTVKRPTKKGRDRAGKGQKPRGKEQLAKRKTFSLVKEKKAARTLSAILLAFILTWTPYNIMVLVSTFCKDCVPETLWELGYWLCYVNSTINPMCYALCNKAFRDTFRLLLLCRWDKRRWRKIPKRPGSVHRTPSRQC
M4 antag: antagonists of human muscarinic M4 receptor (CHRM4) | inhibition, % at 3 µM | 0.73% of 360,000 active | AID 624125 | CHO-hM4 cells, ACh EC80, Fluo-8 calcium fluorescence;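 active = inhibition above its plate's cutoff, the mean inhibition of sample wells plus 3 SD, cut at about 27% in these data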;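 note: 0% = acetylcholine EC80 with DMSO and 100% = DMSO without agonist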
CHRM5 PAM: positive allosteric modulators of human muscarinic M5 receptor; P08912; CHO-K1 hM5, Fluo-8 calcium, ACh EC20 PAM; 0% = ACh EC20, 100% = ACh EC100; activation, % at 3 µM; 0.3% of 360,000 active; AID 624038;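 active = activation above the run cutoff, the mean activation of all test compounds plus 3 SD, cut at about 18% in these data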
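Probe or stimulus: acetylcholine, EC20 level; Assay system: human M5 receptor in CHO-K1 cells; Schedule: compound preincubation 140 s before EC20 acetylcholine addition; Technique: intracellular calcium via Fluo-8 fluorescence; Dosing: single-point, 3 µM nominal; Read-out basis: percent activation from peak-over-basal fluorescence ratio, scaled EC20-to-EC100 acetylcholine; Repeats: one well per compound, no replicates.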
* = called active by the depositor; · = not tested or not shown. Some of the compounds tested (hit frequency here may not be typical).

SMILES	M4 PAM	CRFR2-BP antag	M4 ag	M5 antag	CHRM5 agonist	CRFBP-R2 agonist	M1 PAM	M4 antag	CHRM5 PAM
O=[N+]([O-])c1ccc(N2CCCC(C(F)(F)F)C2)c2ccncc12 (stereo not given)	7	-12	8	-5	-2	-2.7	-2	-29	-5
COC(=O)C1=C(c2ccccc2OCc2ccccc2)C[C@@H]2CC[C@H]1N2C(=O)NCCN1CCOCC1	0	-4	1	11	-1	0.8	-15	1	-5
CCOC(=O)C(c1c(O)c2ccccc2oc1=O)c1c(O)c2ccccc2oc1=O	6	·	0	4	1	·	1	-7	3
CN1CCCC(C(=O)c2ccc(Cl)cc2)C1 (stereo not given)	-12	-5	1	-20	-8	2.2	-7	-14	-7
COc1cccc(C(=O)C2CCCN(Cc3cccc(C)n3)C2)c1 (stereo not given)	-14	-2	1	8	-7	0.7	-30	17	-2
c1ccc(CNCCc2c[nH]c3ccccc23)cc1	3	4	2	-2	2	-0.1	-1	0	14
CCCCC(=O)C1C(=O)NC(=O)NC1=O	1	-3	0	-5	4	-1.8	7	-1	0
CCC(C)N1CCN(C(=O)Cc2ccccc2)CC1 (stereo not given)	12	1	0	-1	-8	0.8	-20	-10	-11
c1ccc(CCN2CCC(N3CCN(c4ccccc4)CC3)CC2)cc1	3	-1	1	-3	-6	10	1	-12	-2
CCN(CC)P(=O)(Oc1cccc(C)c1)N(CC)CC	3	-6	0	-10	-5	1.9	-1	3	7
O=c1[nH]c(=O)n(-c2cccc3ccccc23)c(O)c1C=NCc1ccc2c(c1)OCO2	12	-3	0	1	-1	0.2	0	7	-5
CCN(CC)c1ccc(N=Cc2c(O)n(CCc3ccc(OC)c(OC)c3)c(=O)[nH]c2=O)cc1	15	-115	1	1	2	127*	5	-2	7
CC(=NCCCN1CCOCC1)c1c(O)n(Cc2ccccc2)c(=O)[nH]c1=O	4	-11	1	-10	-8	0.1	3	-8	9
Cn1c(N)c(C(=O)COC(=O)Cc2ccccc2)c(=O)n(C)c1=O	0	22	1	2	1	-3.5	-5	4	0
C[N+](C)(C)CC1CCCC(C[N+](C)(C)C)C1=O (stereo not given)	5	1	0	6	3	-0.6	-2	-7	13
CN1CC(C(=O)c2ccc(Cl)cc2)C(c2ccccc2)C1 (stereo not given)	-1	-17	4	14	-6	0.3	-2	-2	-2
Cc1cccc(CN2CCCC(C(=O)c3cccc(OC(C)C)c3)C2)n1 (stereo not given)	-9	37	2	-13	-8	0.7	-30	-9	4
COc1ccc(C(C)=O)cc1Cc1c(O)[nH]c(=S)[nH]c1=O	-4	-10	0	8	-1	4.8	5	10	-1
CSc1ccccc1C(=O)C1CCCN(Cc2ccccn2)C1 (stereo not given)	-11	15	10	16	-12	-1.1	-19	0	-6
CN1CCN(S(=O)(=O)c2cnc(Cl)c(Br)c2)CC1	1	-23	1	2	-1	0.5	-1	-1	-3
CCCNC(=O)N1[C@H]2CC[C@@H]1C(C(=O)OC)=C(c1ccc(F)cc1F)C2	3	16	3	1	1	-2.3	9	-10	3
CCOC(=O)C(NC(C)=O)C(OC(C)=O)c1cccc(N(CCCl)CCCl)c1 (stereo not given)	3	16	1	16	0	0.4	3	-4	-5
CC12CC[C@H]3[C@@H](CCC4(O)C[C@H](O)CCC34/C=N/NC(=O)c3ccccc3[N+](=O)[O-])C1(O)CCC2C1=CC(=O)OC1 (stereo not given in full)	-1	-11	1	13	0	0.5	3	4	-3
CC1[C@H]2Cc3ccc(O)cc3[C@]1(C)CCN2CCc1ccccc1 (stereo not given in full)	-4	-3	1	0	-5	-1.2	-14	4	0
C=CCn1c(O)c(C(C)=NCCN2CCOCC2)c(=O)[nH]c1=O	0	1	0	-5	0	-0.6	9	9	2
CCOc1cc(C=C2C(=O)NC(=O)NC2=O)ccc1OS(=O)(=O)c1ccccc1	4	15	1	2	-7	-1.4	-9	12	-2
O=P(O)(Oc1ccccc1)c1ccccc1	4	10	6	4	2	-0.7	-5	-3	-1
Cc1oc(-c2ccc(Cl)cc2)nc1CS(=O)CC(=O)N1CCC2(CC1)OCCO2 (stereo not given)	3	3	0	0	0	-0.6	9	-2	-2
COc1ccc(/C=C2/C(=O)NC(=O)N(c3ccc(C)c(C)c3)C2=O)cc1CN1C(=O)c2ccccc2C1=O	-10	-23	1	7	0	-0.5	-5	6	-4
O=C(O)c1ccccc1N=Nc1c(O)[nH]c(=O)[nH]c1=O	11	-4	0	7	0	-0.2	9	1	0
N[C@@H](Cn1oc(=O)[nH]c1=O)C(=O)O	-2	3	1	-1	1	-0.7	9	10	0
Cc1ccc2c(c1)NP(=S)(Oc1ccccc1)N2 (stereo not given)	2	29	0	22	-8	-0.6	5	-7	-5
O=c1[nH]c(=S)n(Cc2ccc(F)cc2)c(O)c1C=NCC1CCCO1 (stereo not given)	6	-40	1	-4	0	0.3	10	-3	0
CC(C)c1ccc(-n2c(O)c(C=NC(CCS(C)=O)C(=O)O)c(=O)[nH]c2=S)cc1 (stereo not given)	6	26	0	9	-6	-1.9	3	8	2
CCc1ccc(NC2=NCCCS2)cc1	0	-4	2	9	-8	-1.0	-14	-26	-4
C[C@]12CCC3C(CC[C@H]4C[C@@H](O)CC[C@]34C)C1CC[C@@H]2N (stereo not given in full)	8	-13	2	14	-1	0.2	4	-10	2
Cn1c(O)c(C=NC2CCN(Cc3ccccc3)CC2)c(=O)[nH]c1=O	-5	-23	0	9	-5	-1.0	5	3	1
CCOc1cc2c(cc1OCC)-n1cccc1C(c1cccc([N+](=O)[O-])c1)NC2 (stereo not given)	-1	-21	1	-17	-5	2.1	4	-6	9
CCCC/C(=N/O)c1c(C)[nH]c2ccccc12	9	-5	2	7	-6	3.1	9	-12	6
O=C1NC(=O)C(=Cc2cc(Cl)ccc2OCc2ccc(C(=O)O)cc2)C(=O)N1	-4	26	1	5	-2	5.3	-4	11	-1

Not a retest: an excerpt of the list.
SMILES	M4 PAM	CRFR2-BP antag	M4 ag	M5 antag	CHRM5 agonist	CRFBP-R2 agonist	M1 PAM	M4 antag	CHRM5 PAM
Cn1c(O)c(C=NC2CCN(Cc3ccccc3)CC2)c(=O)[nH]c1=O	-5	-23	0	9	-5	-1.0	5	3	1
CCOc1cc2c(cc1OCC)-n1cccc1C(c1cccc([N+](=O)[O-])c1)NC2 (stereo not given)	-1	-21	1	-17	-5	2.1	4	-6	9
CCCC/C(=N/O)c1c(C)[nH]c2ccccc12	9	-5	2	7	-6	3.1	9	-12	6
O=C1NC(=O)C(=Cc2cc(Cl)ccc2OCc2ccc(C(=O)O)cc2)C(=O)N1	-4	26	1	5	-2	5.3	-4	11	-1

More structures:
SMILES	M4 PAM	CRFR2-BP antag	M4 ag	M5 antag	CHRM5 agonist	CRFBP-R2 agonist	M1 PAM	M4 antag	CHRM5 PAM
COc1ccc2c(c1)[C@@]13CCC=C[C@H]1[C@@H](C2)NCC3	3	-28	2	-2	0	-0.6	1	-10	2
CCOP(=S)(OCC)Oc1ccc2c(C)c(Cl)c(=O)oc2c1	-5	10	2	-2	-3	-0.9	-3	-9	-9
O=c1c2ccccc2nc(/C=C/c2ccc(O)cc2)n1-c1cccc(O)c1	-4	6	9	19	0	1.4	-2	7	-11
CCC(CO)Nc1ccc([N+](=O)[O-])c2cccnc12 (stereo not given)	4	7	0	9	-2	0.2	6	-6	-9
CC(=O)N(C1=NCCCS1)c1ccccc1F	5	15	1	2	-5	-0.3	5	-8	-2
CN(C(=O)Oc1cccc2ccccc12)C1C=CCC1 (stereo not given)	2	6	1	-1	0	-0.9	2	-19	-5
CSc1ccc(C(c2c(O)c3ccccc3oc2=O)c2c(C)n(C)n(-c3ccccc3)c2=O)cc1 (stereo not given)	-9	-8	1	4	0	-6.2	3	6	2
CC1CCC[C@H](O)CCCCCc2cc(O)cc(O)c2C(=O)O1 (stereo not given in full)	-2	-57	1	0	1	-1.4	-5	8	-3
c1ccc(N2Cc3ccccc3-n3nncc3C2)nc1	7	-4	1	5	-2	-0.4	6	-3	0
CN1OC[C@@H]2CN[C@H](c3ccccc3Br)C[C@@H]21	1	5	0	2	1	-0.1	0	-2	-4
Cc1ccc(-n2c(O)c(C=NC3CCCCC3N)c(=O)[nH]c2=O)cc1C (stereo not given)	7	4	0	0	-2	0.9	6	1	4
O=C(CN1CCCCC1)Nc1ccc(Br)cc1C(=O)c1ccccc1Cl	0	2	-2	0	-1	0.2	6	-4	-4
Cc1cccn2c(NCC3CCCO3)c(C(C)C)nc12 (stereo not given)	0	3	-1	7	-4	-0.8	8	9	0
Cc1ccc(NP(=O)(c2ccccc2)c2nc3ccccc3s2)cc1 (stereo not given)	1	-19	0	-5	1	-4.4	8	3	4
CC(C)N1CCN(Cc2cccc([N+](=O)[O-])c2)CC1	-5	-4	1	12	-9	-2.5	-10	15	-5
O=c1[nH]c(O)c(N=Nc2cc([N+](=O)[O-])ccc2O)c(=O)[nH]1	-3	23	1	2	2	0.2	10	3	-3
CC(C)[N+](C)(CCC(C(N)=O)(c1ccccc1)c1ccccc1)C(C)C	-18	16	0	99*	-1	-0.8	-26	100*	-18
COC(=O)C1=C(c2ccc(OCc3ccccc3)c(F)c2)C[C@@H]2CC[C@H]1N2C	-10	10	7	19	-2	-1.4	-24	-10	-13
C[N+]1(C)C2CCC1CC(OC(=O)c1c[nH]c3ccccc13)C2 (stereo not given)	0	-8	0	0	-1	-1.1	-7	-5	-7
O=C(NC1CN2CCC1CC2)c1cc(Cl)c([N+](=O)[O-])c2nc[nH]c12 (stereo not given)	1	15	0	-5	-3	0.0	0	11	6
O=C(c1cccn2c(=O)c3cc(Cl)ccc3nc12)N1CCC2(CC1)OCCO2	10	-3	1	5	-3	0.3	3	10	3
COc1ccc(CCNC2CCCCC2)cc1OC	13	-1	2	-6	-5	-0.8	2	-10	5
COC(=O)C1=C(c2ccccc2OCc2ccccc2)C[C@@H]2CC[C@H]1N2C(=O)NCc1ccccc1	1	16	2	11	-4	-0.5	9	-14	-2
CCOc1ccc(-n2c(O)c(/C=C3\C=Nc4ccccc43)c(=O)[nH]c2=O)cc1	3	-62	3	12	-1	108*	12	-6	-3
CCSc1nnc([C@@H](N)Cc2c[nH]c3ccccc23)o1	-7	29	3	2	1	1.8	-1	5	-1
Cc1c(NP(=O)(C(C)(C)C)C(C)(C)C)c(=O)n(-c2ccccc2)n1C	5	-11	1	3	-2	-1.8	8	1	-4
Nc1cc(C(=O)Nc2ccccc2F)ccc1N1CC2CC(C1)c1cccc(=O)n1C2 (stereo not given)	6	10	2	1	1	0.0	13	-13	2
COC(=O)CC1(CC(=O)OC)C(=O)NC(=O)NC1=O	-1	-5	-1	4	-2	0.2	6	9	-4
CC(=NCCc1ccccc1)c1c(O)n(C)c(=O)n(C)c1=O	-13	-3	8	4	0	0.6	8	-14	-6
COc1ccc(CCn2c(O)c(C=NCCCn3ccnc3)c(=O)[nH]c2=O)cc1OC	10	-14	-1	12	-1	-0.4	12	-7	1
Fc1ccc(C2NCCc3[nH]cnc32)cc1 (stereo not given)	5	5	0	0	0	0.8	-1	-4	-2
COc1cc(C)cc(CN2CC=C(c3ccccc3)CC2)c1O	-3	-5	0	-3	-9	-0.6	-5	6	-8
Cc1nc2ccccn2c1P(=S)(c1ccccc1)c1ccccc1	-10	·	3	13	-1	·	-7	4	-2
